FXIa inh 1536 = factor XIa (human) inhibition; 220,000 compounds, 0.14% hits; inhibition, % at 5 µM; purified FXIa, Boc-Glu-Ala-Arg-AMC fluorogenic substrate; AID 798; P03951;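 active = inhibition of at least 40%; inactive = inhibition below 40%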;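 also: fluorescence of freed AMC excited at 355 nm; 0% = enzyme without compound and 100% = no enzyme blank; many of its hits are not listed in these tables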
Rad51 HR inh = blocks human Rad51 in homologous recombination; hRad51 DNA strand exchange, fluorescence dequenching; inhibition, % at 10 µM; 200,000 compounds, 0.085% hits;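 active = inhibition above 40% at the single screening dose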;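 also: 0% = DMSO control wells and 100% = blanks with heterologous ssDNA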
Target sequence (Q06609 whole entry, looked up): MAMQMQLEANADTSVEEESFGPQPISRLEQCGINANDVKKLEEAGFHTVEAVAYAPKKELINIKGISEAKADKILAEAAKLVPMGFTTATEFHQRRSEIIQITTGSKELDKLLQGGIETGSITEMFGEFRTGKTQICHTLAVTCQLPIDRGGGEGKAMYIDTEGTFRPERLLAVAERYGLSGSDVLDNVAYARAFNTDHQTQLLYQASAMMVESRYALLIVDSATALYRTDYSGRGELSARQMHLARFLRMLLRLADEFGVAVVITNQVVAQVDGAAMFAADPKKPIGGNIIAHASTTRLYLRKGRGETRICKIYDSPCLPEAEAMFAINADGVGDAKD
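Read-out basis: percent inhibition relative to plate controls and blanks / Assay system: human Rad51 nucleoprotein filaments preassembled on unlabelled ssDNA / Timing: filaments 15 min 37 °C, then compound 30 min / Control set: per-plate controls and blanks / Technique: fluorescence dequenching at 485/520 nm / Compound: 10 µM final, single point / Also added: Fluorescein- and BHQ1-tagged 47-mer duplex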
TNF necrop inh = TNF-alpha cell death inhibition in Jurkat FADD-/- cells. 220,000 compounds, 0.068% hits. activation (protection from cell death), % at 10 µM. Jurkat FADD-/- TNF necroptosis rescue, ATP luminescence, 24 h; 0 = TNF only, 100 = no-TNF cells;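 active = activation, meaning protection from cell death, of at least 50% relative to plate controls; inactive = activation below 50%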;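 also: necroptosis triggered by 40 ng/mL TNF-alpha added together with compound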
L929 necroptosis = L929 zVAD cell death inhibition; L929 zVAD necroptosis rescue, ATP luminescence, 24 h; with zVAD 60 µM; viability rescue, % at 10 µM; 220,000 compounds, 0.38% hits; AID 1377;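 active = activation, scaled between plate controls, above about 75%, limit read from the data; inactive = activation under that limit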;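 also: 0% = zVAD with DMSO and 100% = DMSO alone without zVAD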
Thrombin inh = inhibitors of human thrombin. AID 1046. 220,000 compounds, 0.26% hits. inhibition, % at 5 µM. alpha-thrombin, Boc-VPR-AMC fluorogenic substrate cleavage;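 active = inhibition at or above 40%; inactive = inhibition below 40%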;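 also: 0% = enzyme with no compound and 100% = wells without enzyme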
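System – human alpha-thrombin · Medium – pH 7.5 Tris (50 mM) with NaCl 150 mM, Tween 20 0.05% · Compound – single-point dosing at 5 µM, 0.2% DMSO · Incubation – enzyme reaction carried out at room temperature · Technique – fluorescence of released AMC, ex 355 nm, em 460 nm · Read-out basis – % inhibition of thrombin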
Hck Nef HTS = human Hck-Nef kinase inhibition. P08631. Recombinant Hck-YEEI plus Nef, Z-Lyte FRET kinase assay. inhibition, % at 20 µM. 220,000 compounds, 0.68% hits;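 active = Hck-Nef kinase inhibition above about 50%, limit read from the data; inactive = inhibition below that limit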;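 also: 0% = DMSO with Hck plus Nef and 100% = Hck alone without Nef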
Target sequence (P08631 whole entry, looked up): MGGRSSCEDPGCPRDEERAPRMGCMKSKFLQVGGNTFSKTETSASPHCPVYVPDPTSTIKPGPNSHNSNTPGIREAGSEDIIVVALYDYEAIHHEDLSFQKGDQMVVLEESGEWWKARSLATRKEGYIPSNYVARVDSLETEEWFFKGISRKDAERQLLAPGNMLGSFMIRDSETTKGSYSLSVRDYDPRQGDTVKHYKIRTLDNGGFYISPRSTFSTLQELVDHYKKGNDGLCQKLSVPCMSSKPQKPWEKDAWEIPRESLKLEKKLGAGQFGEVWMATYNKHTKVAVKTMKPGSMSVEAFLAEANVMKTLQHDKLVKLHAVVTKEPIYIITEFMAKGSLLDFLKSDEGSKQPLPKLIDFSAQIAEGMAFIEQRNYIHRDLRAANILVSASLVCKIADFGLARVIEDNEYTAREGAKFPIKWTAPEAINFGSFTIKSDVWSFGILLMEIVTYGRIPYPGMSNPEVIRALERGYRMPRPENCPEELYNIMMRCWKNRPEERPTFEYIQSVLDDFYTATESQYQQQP
FXIIa inh 1536 = inhibitors of human coagulation factor XIIa | P00748 | purified FXIIa, Boc-QGR-AMC fluorogenic substrate, 2 h | inhibition, % at 5 µM | 220,000 compounds, 0.3% hits; in the data active = inhibition above about 40%;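 also: 0% = enzyme with no compound and 100% = blank without enzyme; many of its hits are not listed in these tables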
KCC2 mod = modulators of human KCC2 chloride dependent transport; Q9H2X9; KCC2 cells, thallium flux FluoZin-2 fluorescence; 190,000 compounds, 2.2% hits; B-score of Tl+ flux slope (higher = more flux/activation; lower = inhibition) at 10 µM;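 active = thallium flux slope and its plate-corrected score both differing from the plate sample mean at a set confidence after two filtering rounds, in either direction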;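 also: slope of fluorescence scaled to starting intensity during 10 to 20 s after thallium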
hK5 inh = kallikrein 5 (human) inhibition. Q9Y337. recombinant hK5, fluorogenic AMC substrate cleavage. inhibition, % at 5 µM. 210,000 compounds, 0.59% hits. AID 873;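 active = inhibition of 40% or more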;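 also: 0% = enzyme controls without compound and 100% = no-enzyme blanks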
* hit, by the source's call; . = no result given. Only part of the results is shown; count on the stated rates, not on these rows.

mol	FXIa inh 1536	Rad51 HR inh	TNF necrop inh	L929 necroptosis	Thrombin inh	Hck Nef HTS	FXIIa inh 1536	KCC2 mod	hK5 inh
COCCCn1c(SCc2ccc(OC)cc2)nc2cc(OC)c(OC)cc2c1=N	-1	5	1.9	0.7	-2	3	0	0.0012	-2
CCOc1ccc(NC(=O)COc2ccc(C(=O)NCCc3ccccc3)cc2)cc1	1	1	1.6	-0.7	-11	0	1	-2.1	13
Cc1ccc(Sc2c(C#N)c(-c3ccccc3)nn2C)cc1	-1	7	-4.7	0.1	1	1	5	0.0083	-10
CN(C)S(=O)(=O)c1ccc(-c2cn3ccccc3n2)cc1	-16	0	-1.1	-0.7	-5	0	-2	.	-67
O=C(NNC(=S)NC1CCCCC1)c1ccc(Cl)s1	-1	.	-0.5	0.2	-5	-18	9	-0.36	.
O=c1c(-c2ccc(F)cc2)coc2c3c(ccc12)OCCO3	7	-9	-0.8	-0.2	-3	-1	14	0.67	11
NC(=S)N/N=C/c1ncc(C(F)(F)F)cc1Cl	4	13	-22	0.4	-2	-10	9	2.1	-16
CNC(=O)c1cc2cc(OC)ccc2n1CCN(Cc1ccccc1)Cc1ccccc1	4	6	0.4	0.4	-2	2	6	0.99	-22
CCOC(=O)c1nnn(CC(=O)Nc2cccc(OC)c2)c1C(=O)OCC	4	4	-0.5	1.7	3	-24	10	0.53	-12
COC(=O)Nc1ccc(S(=O)(=O)NC2CCS(=O)(=O)C2)cc1 (stereo not drawn)	-2	20	3.7	-0.1	-4	22	-1	1.1	1
CCC(c1nnnn1Cc1ccco1)N1CCC(C(N)=O)CC1 (stereo not drawn)	5	.	-2.6	-0.1	-1	1	14	1.1	9
CC/C(C)=N/N1C(=O)c2ccccc2NC1(C)CC (stereo not drawn)	8	2	0.1	1.7	0	7	-4	0.22	-20
C=CC(=O)NCCCc1cc(C(C)(C)C)c(O)c(C(C)(C)C)c1	3	8	1.5	0.1	-9	4	10	-0.017	-10
CN(C)c1cccc(C(=O)OC(C(=O)Nc2ccc(Cl)cc2C(F)(F)F)c2ccccc2)c1 (stereo not drawn)	5	8	3.0	1.4	-17	1	10	0.25	-6
O=C(CCS(=O)(=O)c1ccccc1)Nc1nc2cc3c(cc2s1)OCO3	1	.	-0.6	0.2	-9	10	3	-0.23	0
COc1cc(C(=O)Nc2ccc(Cl)c(C(F)(F)F)c2)cc(OC)c1OC	-4	5	4.7	3.6	-9	2	4	0.15	-9
C=C(C)C1CC=C(C)/C(=N/NC(=O)COc2ccccc2C)C1 (stereo not drawn)	-2	-1	-0.4	0.7	-11	0	8	-1.4	-20
Fc1ccc(CSc2ncnc3nc[nH]c23)cc1	3	-9	-4.2	0.5	-1	2	12	-1.9	-5
CC(C)c1ccc(O)c(NC(=S)NC(=O)CCc2ccccc2)c1	-4	-3	-1.6	1.4	-15	23	1	0.0082	-1
NS(=O)(=O)c1ccc(NC(=S)Nc2ccc(OCc3ccccc3)cc2)cc1	-3	-6	-0.9	0.3	-6	16	3	0.5	.
O=C(Nc1ccc2c(c1)OCCO2)N1CCN(c2ccc(F)cc2)CC1	-4	1	-2.5	0.0	-3	3	5	.	13
O=C(Nc1ccnc(-c2cccnc2)n1)c1ccc(F)cc1	-4	3	1.9	6.4	-2	19	-3	0.18	-8
COc1ccc(C2N(c3ccccc3)C(=S)N3CCCN23)cc1 (stereo not drawn)	2	4	0.6	0.2	-7	0	2	-0.24	-7
O=C1CN(C(=O)CSc2nnc3ccccn23)c2ccccc2N1	-2	-3	1.2	0.3	-6	3	2	1.7	-4
CC(=O)Nc1nnc(SCC(=O)c2ccc3c(c2)Cc2ccccc2-3)s1	5	-10	1.3	0.5	-4	1	8	0.031	-4
Cc1cc(Cl)nc(-n2nc(C)cc2C)n1	1	.	0.2	-0.4	-6	16	8	-0.23	1
O=c1[nH]c(CN2CCN(c3ccccc3O)CC2)nc2ccccc12	-6	-6	-4.8	-0.2	4	0	6	-0.12	-20
CN1CCN(c2nc3c(c(=O)[nH]c(=O)n3C)n2CCCSc2ncccn2)CC1	2	4	-0.9	-0.6	-21	0	-1	-0.098	3
C#C[C@]1(O)CC[C@H]2[C@@H]3CCc4cc(OC)ccc4[C@H]3CC[C@@]21C	5	-3	4.0	69	0	-5	9	-0.34	-9
OCCOCCNc1ncnc2c1cnn2-c1ccc(Cl)cc1	0	-2	-0.5	-0.3	-7	2	-9	0.43	9
Cc1ccc(S(=O)(=O)N2CCN(C(=O)CCN3C(=O)c4ccccc4C3=O)CC2)cc1C	-3	0	1.8	0.0	-11	0	4	-1.3	-15
CCn1nc(C)c(NC(=O)/C=C/c2cnn(C)c2)c1C	-2	-3	-3.1	0.1	-9	-1	13	0.092	-10
Cc1nnc(SCC(=O)Nc2ccccc2N2CCOCC2)s1	8	-1	-1.3	0.0	2	0	13	0.63	-24
CN=c1scc(-c2ccccc2F)n1/N=C/c1ccc[nH]1	-1	-50	-1.6	2.8	-1	28	7	-3.9	-6
CCN(CC(=O)Nc1cccc(F)c1)Cc1nc2ccccc2c(=O)[nH]1	0	6	1.8	0.5	.	19	3	-0.88	-9
CSc1ccccc1NC(=O)COc1ccccc1Cl	9	6	-4.2	-0.3	4	-1	20	.	-2
COCCN(CCOC)Cc1c(C)[nH]c2ccccc2c1=O	-9	-1	1.0	0.0	-7	-1	-5	0.45	1
CN(C)C(=O)c1ccc(-n2cccn2)nc1	-3	-1	0.8	1.2	-8	19	9	-0.021	-8
O=C(c1ccc(OC2CCN(Cc3ccccn3)CC2)cc1)N1CCCCO1	-1	.	0.6	-0.3	-2	3	8	-0.25	.
C=CCN1C(=O)c2ccccc2Sc2ccc(C(=O)N3CCN(C)CC3)cc21	-11	.	-1.6	-0.1	-5	0	-5	-0.67	0
C=C(C)c1cccc(C(C)(C)NC(=O)Nc2ccc(C(C)=O)cc2)c1	12	-8	1.4	0.8	36	-1	11	-0.3	72*
CCOc1ncccc1C(=O)Nc1ccc(S(=O)(=O)Nc2nccs2)cc1	3	8	0.9	0.4	3	30	12	-0.32	5
O=[N+]([O-])c1ccc(N2CCSCC2)cc1O	5	1	3.0	0.2	-6	17	12	.	3
Cc1cccc(CSc2nc3c(c(=O)[nH]2)CCC3)c1	0	2	0.3	0.1	5	18	10	-1.9	2
COC(C[C@@H]1O[C@@H]1[C@@H](O)COCc1ccccc1)OC	2	-2	0.7	-0.5	-6	27	6	-0.28	1
CCC(C)c1ccc(O)c(NC(=O)c2cncc(Br)c2)c1 (stereo not drawn)	1	-6	78*	1.8	-20	3	-5	-0.83	2
COc1cc(C=O)ccc1OCc1c(C)noc1C	-3	-8	-1.8	-0.6	-1	1	9	0.81	3
CC1(C)Cc2nc(-c3ccccc3)nc(SCC(=O)N3CCCC3)c2CO1	-2	10	1.7	-0.6	-2	13	9	1.5	-2
CCOC(=O)Cn1nc(/C=C/c2ccccc2)ccc1=O	-11	2	0.8	0.6	-6	3	3	0.44	-2
CC(C)C(=O)N1N=C2CCCCC2C1(O)C(F)(F)F (stereo not drawn)	0	9	1.0	0.8	-7	21	3	-0.33	-1
O=C(c1cccc(Cl)c1)N1CCCC(C(=O)N2CCCCCC2)C1 (stereo not drawn)	0	-1	1.0	0.9	-3	4	5	.	3
O=C(CSc1nnc(-c2cc3ccccc3cc2O)n1Cc1ccco1)N1CCc2ccccc2C1	11	7	-0.8	-0.1	3	1	11	-0.68	-19
Cc1ccccc1-c1cc(-c2ccccc2O)on1	8	9	-6.2	0.2	3	0	11	0.75	-6
CCOc1ccc(C(CCc2ccccc2)NC(=O)c2ccc(OC)c(OC)c2)cc1OCC (stereo not drawn)	-2	6	2.4	-0.5	4	8	7	-0.76	-6
O=C(CSc1nc2ccc(NC(=O)C3CCCCC3)cc2s1)NCC1CCCO1 (stereo not drawn)	3	-8	3.3	0.9	-1	5	11	-0.058	-8
Cc1ccc(NC(=O)COC(=O)c2cccnc2)c(C)c1	-5	7	-0.7	-0.3	-11	13	1	.	4

Ordered by formula weight (largest number first): part of the list above
mol	FXIa inh 1536	Rad51 HR inh	TNF necrop inh	L929 necroptosis	Thrombin inh	Hck Nef HTS	FXIIa inh 1536	KCC2 mod	hK5 inh
CCOc1ncccc1C(=O)Nc1ccc(S(=O)(=O)Nc2nccs2)cc1	3	8	0.9	0.4	3	30	12	-0.32	5
COCCN(CCOC)Cc1c(C)[nH]c2ccccc2c1=O	-9	-1	1.0	0.0	-7	-1	-5	0.45	1
Cc1ccc(NC(=O)COC(=O)c2cccnc2)c(C)c1	-5	7	-0.7	-0.3	-11	13	1	.	4

Grouped by structure, the compounds so far with a furan ring, fused or not.
mol	FXIa inh 1536	Rad51 HR inh	TNF necrop inh	L929 necroptosis	Thrombin inh	Hck Nef HTS	FXIIa inh 1536	KCC2 mod	hK5 inh
CCC(c1nnnn1Cc1ccco1)N1CCC(C(N)=O)CC1 (stereo not drawn)	5	.	-2.6	-0.1	-1	1	14	1.1	9
O=C(CSc1nnc(-c2cc3ccccc3cc2O)n1Cc1ccco1)N1CCc2ccccc2C1	11	7	-0.8	-0.1	3	1	11	-0.68	-19
